# Screening results (PubChem)
# Luciferase inh – Firefly luciferase inhibition profiling of diverse chemical library using quantitative high-throughput screening; Luciferin 4-monooxygenase (Photinus pyralis), P08659; purified P. pyralis luciferase, luminescence, biochemical; Potency, µM (titrated, usually from 115 µM), for inactives: at the highest dose activity change, negative = inhibition, hits mostly inhibitors; hit rate 2.5% among 76,000; also: potency is read from the fitted curve at half-maximal effect; nearly all actives have a fitted effect of over 65% in size
# Target sequence (P08659 whole entry, looked up): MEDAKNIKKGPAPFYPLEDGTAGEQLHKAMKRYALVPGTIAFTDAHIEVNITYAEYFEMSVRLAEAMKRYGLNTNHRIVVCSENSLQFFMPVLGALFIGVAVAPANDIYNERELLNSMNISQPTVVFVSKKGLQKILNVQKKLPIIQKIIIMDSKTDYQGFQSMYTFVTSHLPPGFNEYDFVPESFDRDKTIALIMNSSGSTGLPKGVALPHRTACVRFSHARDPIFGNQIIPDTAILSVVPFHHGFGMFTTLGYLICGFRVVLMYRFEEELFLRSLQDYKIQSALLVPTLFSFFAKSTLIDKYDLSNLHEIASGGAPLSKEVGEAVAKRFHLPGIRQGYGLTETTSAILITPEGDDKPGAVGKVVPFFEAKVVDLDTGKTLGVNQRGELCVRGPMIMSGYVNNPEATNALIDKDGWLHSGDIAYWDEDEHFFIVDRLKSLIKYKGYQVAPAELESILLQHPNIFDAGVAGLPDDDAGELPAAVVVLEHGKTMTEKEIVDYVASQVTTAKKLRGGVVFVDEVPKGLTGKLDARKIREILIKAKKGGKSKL
#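 Purified P. pyralis luciferase (10nM final) in 50mM Tris acetate pH 7.5, 10mM Mg acetate, 0.01% Tween-20, 0.05% BSA with 10uM D-luciferin and 10uM ATP. Compounds titrated qHTS. Luminescence imaged on CCD.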
# SNCA viab count – GF-AFC viability counterscreen for inhibitors of alpha-synuclein gene (SNCA) expression; HEK-293-SNCA-luc viability, GF-AFC fluorescence, 24 h; Potency, µM (series often up to 57.1 µM), inactives show top-dose activity change, negative = cytotoxicity, hits mostly cytotoxic; hit rate 0.12% among 150,000; AID 1671193, 2021;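 also: potency is read from the fitted curve at half-maximal effect; 0% = DMSO-treated cells and -100% = medium-only wells without cells; nearly all actives have a fitted effect of over 30% in size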
#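 HEK-293-SNCA-luc cells (1500/well) plated 24 h, then exposed 24 h to a dilution series; GF-AFC added 30 min at 37C, fluorescence 405/540 nm; normalised to medium-only and DMSO wells, Hill fit.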
# SNCA expr inh – Primary qHTS assay for inhibitors of alpha-synuclein gene (SNCA) expression | HEK-293 SNCA-luciferase knock-in, luminescence, 24 h | Potency, µM (series often up to 57.2 µM), inactives show at the top dose activity change, negative = inhibition, usual class: inhibitors | hit rate 0.17% among 140,000 | AID 1671194, 2021;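 also: potency is read from the fitted curve at half-maximal effect; plate controls were DMSO cells for no effect and cell-free wells for full effect; nearly all actives have a fitted effect of over 45% in size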
# GPT2 inhibitor – Primary qHTS assay for inhibitors of Glutamate pyruvate transaminase 2 (GPT2) | Alanine aminotransferase 2 (Homo sapiens), Q8TD30 | Recombinant GPT2, coupled pyruvate oxidase/HRP Amplex Red fluorescence | Potency, µM (highest dose often 57.7 µM), without a hit: at the top dose activity change, negative = inhibition, most hits filed as inhibitors | hit rate 0.25% among 100,000 | AID 1671188, 2021; also: potency is read from the fitted curve at half-maximal effect; nearly all actives have a fitted effect of over 60% in size; many of its hits are not listed in these tables
#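 Fluorescence of coupled pyruvate oxidase/HRP/Amplex Red system (50uM Amplex, 30 min, dark) reports pyruvate formed by GPT2. Enzyme reaction: 10ng/uL GPT2, 2mM L-alanine, 250uM a-KG, 30 min room temperature, pH 7.5; 50uM AOA control.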
# HEK cytotox – Cytotoxic Profiling in HEK 293 Cell Line of Diverse Libraries Using Quantitative High-Throughput Screening; HEK 293 viability, ATP luminescence (CellTiter-Glo), 48-72 h; Potency, µM (series often up to 115 µM), without a hit: at the top dose activity change, negative = cytotoxicity, usual class: inhibitors; hit rate 6.6% among 94,000; also: potency is read from the fitted curve at half-maximal effect; nearly all actives have a fitted effect of over 60% in size
#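 Luminescence from cellular ATP, measured with CellTiter-Glo, indicates HEK 293 viability. Cells plated at 250 cells/well are treated with compound for 48 or 72 hr at 37 degree Celsius before reagent addition.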
# NIH3T3 tox – Cytotoxic Profiling in NIH 3T3 Cell Line of Diverse Libraries Using Quantitative High-Throughput Screening; hit rate 4.3% among 94,000; NIH 3T3 viability, CellTiter-Glo ATP luminescence, 48-72 h; Potency, µM (titrated, usually from 96.7 µM), for inactives: top-dose activity change, negative = cytotoxicity, most hits filed as inhibitors; AID 1345082, 2018; also: potency is read from the fitted curve at half-maximal effect; nearly all actives have a fitted effect of over 55% in size
#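 ATP-dependent luminescence (CellTiter-Glo) served as the viability signal for NIH 3T3 cells treated with compound for 48 or 72 hr at 37 °C.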
# IP6K1 inhibitor – Primary qHTS assay for small molecule inhibitors of Inositol hexaphosphate kinase 1 (IP6K1); IP6K1 kinase, ADP-Glo luminescence, 2 h; stronger effect = lower value; activity change, % (series mostly up to about 58 µM); Inositol hexakisphosphate kinase 1 (Homo sapiens), Q92551; hit rate 0.81% among 140,000; in the data active = activity change below about -25%
# Target sequence (Q92551 whole entry, looked up): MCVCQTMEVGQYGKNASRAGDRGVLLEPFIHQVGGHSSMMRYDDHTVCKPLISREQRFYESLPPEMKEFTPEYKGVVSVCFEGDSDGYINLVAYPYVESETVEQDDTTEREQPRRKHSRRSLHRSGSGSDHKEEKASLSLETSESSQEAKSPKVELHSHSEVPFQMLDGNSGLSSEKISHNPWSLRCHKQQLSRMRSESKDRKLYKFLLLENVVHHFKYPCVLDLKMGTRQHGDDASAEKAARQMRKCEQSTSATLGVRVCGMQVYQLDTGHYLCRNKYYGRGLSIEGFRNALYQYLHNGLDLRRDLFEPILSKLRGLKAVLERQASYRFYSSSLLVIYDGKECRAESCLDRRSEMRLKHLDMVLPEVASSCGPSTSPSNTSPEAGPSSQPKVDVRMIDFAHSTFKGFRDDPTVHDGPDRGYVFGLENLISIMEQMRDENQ
#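 ADP-Glo luminescence measures ADP made by human IP6K1 during a 2 h RT reaction with ATP/IP6 (mix at 1.3 mM/130 uM); top library doses 57.5 and 19.1 uM final.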
# * hit, by the source's call; i = inactive; u = inconclusive; x = not tested or not shown; [ ] = dose if it differs, or a comment. Unless noted, calls follow the shape of the dose curve; as a rule, active = well fitted curve in the direction sought with a large enough effect; inconclusive = small, poorly fitted or top-dose-only effect, or another doubt; inactive = no such curve, though single readings can be large; an effect the other way counts as inactive or inconclusive. Unless noted, % is scaled to controls: 0 for no effect and ±100 for the full control effect. These rows are one share of the data. The share of hits here may be higher or lower than overall.
SMILES,Luciferase inh,SNCA viab count,SNCA expr inh,GPT2 inhibitor,HEK cytotox,NIH3T3 tox,IP6K1 inhibitor
COC1C(=O)N(CC2CC2)C12CCN(S(=O)(=O)Cc1ccccc1)CC2 (stereo unspecified),6.7%,1.3%,2.3%,i,-6.2%,1.3%,-3.4
COc1ccc(CCNC(=O)c2c(O)nc3cc(C)ccn3c2=O)cc1OC,x,8.5%,-7.0%,x,x,x,17.6
COc1ccccc1N1CCN(C(c2ccccc2)c2nnc(-c3ccccc3Cl)o2)CC1 (stereo unspecified),x,-2.5%,-19.6%,x,x,x,4.4
Cc1ccc(OCc2nc(C3CCN(C(=O)c4ccco4)CC3)no2)cc1,-1.9%,-4.0%,-18.6%,i,u,u,-4.1
O=C(NC1CCN(c2ccnc3ccnn23)C1)c1ccc(C(F)(F)F)cc1 (stereo unspecified),x,-5.3%,-2.3%,-14.2%,u,u,9.4
C=C(C)Cn1c(SCC(=O)c2ccccc2)nc2sc3c(c2c1=O)CCCC3,x,2.3%,-15.0%,x,x,x,-1.2
O=C1CCN(S(=O)(=O)c2ccccc2)CCCN(C(=O)c2cccnc2)CCN1,-2.1%,5.8%,-10.2%,i,-12.6%,-13.5%,5.6
Cc1noc(C)c1-c1cc2c(c(-c3ccc([S+](C)(=O)[O-])cc3)c1)C(=O)N(C)C2,-0.4%[172 µM],-6.9%[87.6 µM],40.4%[activator][87.6 µM],-8.9%[88.5 µM],-27.1%[172 µM],u,22.8
Cc1cc(C)c(NC(=O)CN2C(=O)CCn3nc(-c4cccn4C)cc32)c(C)c1,x,-2.5%,-0.9%,x,x,x,-7.9
CCOc1ccc(-c2cc(CCCC(=O)NCCc3ccc(Cl)cc3)no2)cc1,x,8.3%,-27.1%,x,x,x,-10.9
CNC(=O)N1CCC(C2CCN(S(=O)(=O)C(C)C)C2)CC1 (stereo unspecified),-1.0%,3.6%[12.5 µM],6.2%,4.7%,4.2%,-10.2%,14.3
O=C(c1ccccc1)N1CCCC(N2CCN(c3cccc(C(F)(F)F)c3)CC2)C1 (stereo unspecified),-9.8%,6.5%,34.8%[activator],u,-21.9%,-25.6%,20.7
CN1C(=O)C2(CCN([S+](=O)([O-])c3cccc(C(F)(F)F)c3)C2)c2ccccc21 (stereo unspecified),-7.9%,u,u,i,u,u,-14.9
O=C(COc1ccc(Cl)cc1)Nc1ccc(O)c(-c2nc3ccccc3s2)c1,x,11.6%,11.2%,x,x,x,3.9
CCC1=C(C(=O)OC)C(c2cccc(F)c2)N2C(CC(=O)NCC3CCCO3)=CSC2=N1 (stereo unspecified),-5.9%,-22.5%,11.8%,-12.5%,-13.1%,-14.1%,9.5
Cc1ccc(CN2CCc3c(cc(C(=O)N4CCCN(C)CC4)n3C)C2)cc1,-10.2%,-14.0%,10.4%,-4.3%,u,u,-6.1
O=C(c1cccnc1)N1CCN(c2cc(-c3ccccc3)[nH]n2)CC1,8.0%,6.4%,37.2%[activator],3.0%,u,-25.7%,-15.0
Nc1c2c(nc3ccccc13)CCCC2,x,-0.7%,3.6%,i,x,x,24.1
CCOC(=O)c1ccccc1NC(=O)N1CCN2CCCCC2C1 (stereo unspecified),x,-5.7%,7.1%,x,x,x,22.1
Cc1ccc(CNc2c(C)c(C)nc3nncn23)cc1,x,8.6%,20.9%,x,x,x,-8.5
COc1cccc(CNS(=O)(=O)c2cc(Br)cc3c2N(C(C)=O)C(C)C3)c1 (stereo unspecified),x,5.6%,2.6%,x,x,x,3.8
O=C(Nc1ccc(Cl)c(C(F)(F)F)c1)C1CCN(S(=O)(=O)c2cccc3nonc23)CC1,x,11.0%,u,x,x,x,-22.7
CCc1nc2nc(C)c(NS(=O)(=O)c3ccc(C(C)(C)C)cc3)c(=O)n2[nH]1,x,11.8%,-9.2%,x,x,x,-16.7
CC(C)c1ccc(NC(=O)[C@@H]2COCC(=O)N2Cc2ccccc2)cc1,-16.8%,-6.4%,-8.2%,i,-23.0%,u,8.5
Cc1cccc(C)c1NC(=O)CS(=O)(=O)c1nc(-c2ccc(Cl)cc2)cn1-c1ccccc1,x,-17.9%,25.1%,x,x,x,-11.4
COc1cccc(CNC(=O)Cn2c(=O)oc3cc(S(=O)(=O)N4CCC(C)CC4)ccc32)c1,x,4.1%,u,x,x,x,-17.1
CC(=O)c1ccc(N2CCN(c3ccc(NC(=O)c4ccc(F)cc4)cc3C(=O)O)CC2)cc1,x,5.2%,8.2%,x,x,x,-0.1
CC1=C(C(=O)NC23CC4CC(CC(C4)C2)C3)C(c2cccnc2)NC(=O)N1 (stereo unspecified),12.9%,1.1%,13.4%,-0.9%,-7.6%,-0.9%,-5.8
O=C(CC1Sc2ccc(C(F)(F)F)cc2NC1=O)Nc1ccc(Cl)c(C(F)(F)F)c1 (stereo unspecified),x,1.8%,-28.6%,x,x,x,0.2
CCc1nn(CC(=O)NC(C)CC)c(=O)c2cc3occc3n12 (stereo unspecified),x,7.7%,21.2%,x,x,x,-0.3

# For convenience, 11 of the compounds above.
SMILES,Luciferase inh,SNCA viab count,SNCA expr inh,GPT2 inhibitor,HEK cytotox,NIH3T3 tox,IP6K1 inhibitor
O=C(c1cccnc1)N1CCN(c2cc(-c3ccccc3)[nH]n2)CC1,8.0%,6.4%,37.2%[activator],3.0%,u,-25.7%,-15.0
Nc1c2c(nc3ccccc13)CCCC2,x,-0.7%,3.6%,i,x,x,24.1
CCOC(=O)c1ccccc1NC(=O)N1CCN2CCCCC2C1 (stereo unspecified),x,-5.7%,7.1%,x,x,x,22.1
Cc1ccc(CNc2c(C)c(C)nc3nncn23)cc1,x,8.6%,20.9%,x,x,x,-8.5
COc1cccc(CNS(=O)(=O)c2cc(Br)cc3c2N(C(C)=O)C(C)C3)c1 (stereo unspecified),x,5.6%,2.6%,x,x,x,3.8
O=C(Nc1ccc(Cl)c(C(F)(F)F)c1)C1CCN(S(=O)(=O)c2cccc3nonc23)CC1,x,11.0%,u,x,x,x,-22.7
CCc1nc2nc(C)c(NS(=O)(=O)c3ccc(C(C)(C)C)cc3)c(=O)n2[nH]1,x,11.8%,-9.2%,x,x,x,-16.7
CC(C)c1ccc(NC(=O)[C@@H]2COCC(=O)N2Cc2ccccc2)cc1,-16.8%,-6.4%,-8.2%,i,-23.0%,u,8.5
Cc1cccc(C)c1NC(=O)CS(=O)(=O)c1nc(-c2ccc(Cl)cc2)cn1-c1ccccc1,x,-17.9%,25.1%,x,x,x,-11.4
COc1cccc(CNC(=O)Cn2c(=O)oc3cc(S(=O)(=O)N4CCC(C)CC4)ccc32)c1,x,4.1%,u,x,x,x,-17.1
CC(=O)c1ccc(N2CCN(c3ccc(NC(=O)c4ccc(F)cc4)cc3C(=O)O)CC2)cc1,x,5.2%,8.2%,x,x,x,-0.1

# Following part
SMILES,Luciferase inh,SNCA viab count,SNCA expr inh,GPT2 inhibitor,HEK cytotox,NIH3T3 tox,IP6K1 inhibitor
COCC(=O)Nc1ccc([C@@H](O)[C@H]2COCC(=O)N2Cc2ccc(F)cc2)cc1,-0.3%[172 µM],-6.6%[87.6 µM],2.9%[87.6 µM],-6.6%[88.5 µM],i,-2.7%[138 µM],6.9
CN1CCN(C2=Nc3cc(F)ccc3Cc3ccccc32)CC1,x,20.6%[23.9 µM],-28.3%[25.6 µM],4.4%,x,x,4.0
CC(C)(O)c1cn(C2CCN(C(=O)c3ccccc3F)CC2)nn1,8.6%,-6.1%,-21.8%,-2.5%,-1.4%,-10.9%,5.7
COC[C@@H]1CN(Cc2ccc(OC)c(OC)c2)C[C@H]1c1ccncc1,0.2%,-8.0%,-9.6%,-2.6%,u,-28.7%,-5.8
COc1cccc(CNC(=O)Cn2ccn3nc(-c4ccc(F)cc4)c(CO)c3c2=O)c1OC,9.4%,-15.5%,-16.9%,i,u,u,4.3
O=C1NC(=O)/C(=C/c2ccc(-c3ccc(F)cc3O)o2)S1,x,-7.6%,20.6%,-21.8%,x,x,x
CCOc1ccc(CNC(=O)c2cccc(Nc3nc4ccccc4n4nnnc34)c2)cc1OC,x,-14.8%,67.5%[activator],x,x,x,-20.1
Cc1ccc(Cl)cc1NC(=O)c1cnc(-c2ccccc2)nc1-c1ccncc1,8.8%,-2.9%,-20.8%,i,-31.1%,u,-6.2
CN1C(=O)c2[nH]nc(-c3ccc(F)cc3)c2C1c1cccc(O)c1 (stereo unspecified),x,u,28.6%,x,x,x,-6.6
COc1ccc(-c2noc([C@@H]3CCCN3C(=O)c3cccc(F)c3)n2)cc1OC,-11.2%,-4.9%,u,i,u,-13.7%,-1.6
Cc1ccc(Cn2c(CCNC(=O)c3cccc(C)c3)nc3ccccc32)cc1,x,-16.1%,-39.3%,x,x,x,24.8
Cn1nccc1OCc1cn2c(=O)n(C)cc(-c3ccsc3)c2n1,-18.5%[172 µM],-10.8%[87.6 µM],32.1%[activator][87.6 µM],u,u,u,-4.9
COc1ccc(-c2cc(N3CCC(NC(=O)C4COc5ccccc5O4)CC3)n[nH]2)cc1 (stereo unspecified),0.6%,-8.6%,-3.1%,i,u,u,-8.2
CSc1ncc(C(=O)Nc2c(C)cccc2C)c(-c2ccccc2)n1,x,11.2%,40.3%[activator],x,x,x,3.2
Cc1ccnc(NS(=O)(=O)c2ccc(N)cc2)n1,x,-0.6%[23.9 µM],-10.0%[25.6 µM],-29.5%,x,x,26.0
Cc1nc(-c2cn(C3CCCN(C(=O)C(C)Oc4ccc(Cl)cc4)C3)nn2)no1 (stereo unspecified),-2.0%,-1.2%,u,4.1%,-3.0%,-21.7%,19.0
O=C(O)CC1(CC(=O)N[C@@H]2C=C(C(=O)N[C@H]3CCCNC3=O)C[C@@H](O)[C@@H]2O)CCCC1,-3.1%,2.4%,13.7%,0.4%,-7.1%,-15.2%,-5.2
CNC(=O)C(C)(C)N1CCC[C@H]1C(=O)NCc1ccc(OC)cc1,-6.9%[172 µM],-4.6%[87.6 µM],6.0%[87.6 µM],i,i,-6.3%[174 µM],15.4
